SUMO1 PPI mod: modulators of SUMO1 protein-protein interactions, primary screen, biochemical, uHTS; Small ubiquitin-related modifier 1 (Homo sapiens), P63165; SUMO1 binding to a labelled peptide, TR-FRET, 1 h; inhibition, % at 20 µM; 360,000 tested, 0.33% active; in the data active means inhibition above about 37%
Target sequence (P63165 whole entry, looked up): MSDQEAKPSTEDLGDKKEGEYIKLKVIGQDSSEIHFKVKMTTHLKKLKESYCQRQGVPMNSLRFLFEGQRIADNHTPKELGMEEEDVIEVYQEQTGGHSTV
Scp1 inh: Scp-1 phosphatase inhibitors, primary screen, biochemical, colorimetric, uHTS. Recombinant Scp1, phosphopeptide, malachite green phosphate absorbance. inhibition, % at 20 µM. 340,000 tested, 0.88% active. AID 493091, 2011;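 active means inhibition above about 50% at 20 µM, limit read from the data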;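 further: plate controls were DMSO wells with enzyme for no effect and wells lacking enzyme for full effect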
Target sequence (Q9GZU7 76-261 limits assumed): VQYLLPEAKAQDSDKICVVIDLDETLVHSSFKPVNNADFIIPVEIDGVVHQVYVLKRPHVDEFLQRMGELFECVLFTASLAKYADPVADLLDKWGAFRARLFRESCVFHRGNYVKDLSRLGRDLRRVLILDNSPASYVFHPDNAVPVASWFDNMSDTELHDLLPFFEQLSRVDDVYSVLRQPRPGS
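Test system: SCP-1 catalytic domain; Buffer or medium: Acidic Tris acetate buffer with magnesium and detergent; Also added: Phosphorylated 17-residue peptide substrate; Compound: single 20 µM dose, 1% DMSO; Schedule: enzyme reaction 45 min at room temperature, colour 5 min, stabilisation 30 min; Signal: Phosphate-binding colour reagent, absorbance read at 630 nm.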
Rpn11 block: Rpn11 (PSMD14) deubiquitinase inhibitors, primary screen, biochemical, fluorescence polarization, uHTS. 26S proteasome non-ATPase regulatory subunit 14 (Homo sapiens), O00487. human 26S proteasome, Ub4-pepOG fluorescence polarization; 20S core pre-blocked with epoxomicin. calls only at 20 µM. 360,000 tested, 0.59% active. AID 588493, 2011;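 active means inhibition at 20 µM, scaled to each plate's controls, above about 33%, limit read from the data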
LMPTP inh: LMPTP phosphatase inhibitors, primary screen, biochemical, fluorescence intensity, uHTS. Low molecular weight phosphotyrosine protein phosphatase (Homo sapiens), P24666. recombinant LMPTP-A, OMFP fluorogenic substrate. inhibition, % at 20 µM. 360,000 tested, 0.22% active;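 active means compounds that cut the enzyme signal by at least half of the control window in the single-dose screen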;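 further: plate controls were DMSO wells with enzyme plus substrate for no effect and substrate without enzyme for full effect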
Target sequence (P24666 whole entry, looked up): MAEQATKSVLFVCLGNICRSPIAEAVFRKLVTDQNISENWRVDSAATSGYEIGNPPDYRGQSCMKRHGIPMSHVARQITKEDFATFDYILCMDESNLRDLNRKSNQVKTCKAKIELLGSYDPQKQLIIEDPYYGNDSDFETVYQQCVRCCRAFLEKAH
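Assay system: LMPTP-A, protein tyrosine phosphatase of low molecular weight / Medium: pH 6.0 Bis-Tris buffer with DTT and Triton X-100 / Schedule: 50 min enzyme reaction at room temperature, protected from light / Measured by: endpoint fluorescence intensity from OMFP dephosphorylation / Read-out basis: % inhibition relative to no-enzyme and uninhibited control wells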
Tb MetRS inh: T. brucei MetRS inhibitors, primary screen, biochemical, luminescence | inhibition, % at 11.9 µM | purified T. brucei MetRS, ATP depletion, Kinase-Glo luminescence | 360,000 tested, 0.4% active | AID 624268, 2012;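 active means inhibition above a per-plate cutoff of the control wells' mean inhibition plus 3 SD, cut at about 5.5% in these data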;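 further: 0% = DMSO wells median and 100% = median of wells with control inhibitor compound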
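Measured by: Kinase-Glo luciferase luminescence reporting remaining unconsumed ATP. Material: purified T. brucei MetRS enzyme. Doses: 11.9 µM compound single dose, 0.9% DMSO. Medium: HEPES buffer containing pyrophosphatase, BSA, spermine, DTT. Times: 15 min preincubation, 2 h reaction, all 25 °C. Reagent: methionine, ATP and bulk E. coli tRNA.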
DNMT1 inh: human DNMT1 methyltransferase inhibitors, primary screen, biochemical, molecular beacon, fluorescence, HinP1I cleavage, uHTS | inhibition (reported as % activation of signal), % at 10 µM | 360,000 tested, 0.83% active; in the data active means inhibition above about 50%
MsrA inh: bovine MsrA enzyme inhibitors, primary screen, biochemical, absorbance, HTS; Methionine sulfoxide reductase A (Bos taurus); purified bovine MsrA, absorbance read-out; inhibition, % at 15.5 µM; 360,000 tested, 0.75% active; in the data active means inhibition above about 4.5%;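 further: 0% = vehicle wells with enzyme and 100% = reference inhibitor wells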
CSN inh: inhibitors of CSN-mediated cullin deneddylation, primary screen, biochemical, fluorescence polarization, uHTS | COP9 signalosome complex subunit 5 (Homo sapiens), Q92905 | Purified CSN, SCF-Nedd8-OG deneddylation | inhibition, % at 12.5 µM | 360,000 tested, 0.38% active;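 active means pattern-corrected inhibition above about 35%, with an unprinted fluorescence ratio check between 0.5 and 1.5, limit read from the data, passing the limit was not always enough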;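 further: 0% = enzyme with substrate and 100% = substrate without enzyme; some results filed as inactive read as strong as hits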
Target sequence (Q92905 whole entry, looked up, one chain of several): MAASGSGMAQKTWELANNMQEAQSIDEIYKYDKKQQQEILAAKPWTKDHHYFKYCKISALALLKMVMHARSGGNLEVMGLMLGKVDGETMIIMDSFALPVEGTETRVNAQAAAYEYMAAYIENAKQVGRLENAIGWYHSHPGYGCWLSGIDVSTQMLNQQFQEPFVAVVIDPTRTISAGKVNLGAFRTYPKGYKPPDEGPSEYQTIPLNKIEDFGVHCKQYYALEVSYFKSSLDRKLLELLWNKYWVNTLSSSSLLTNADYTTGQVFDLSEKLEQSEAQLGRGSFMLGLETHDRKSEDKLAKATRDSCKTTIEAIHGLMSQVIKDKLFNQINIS
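Assay system: HEK293T-derived human Csn5 enzyme; quantity: 0.24 nM enzyme; medium: Tris/NaCl/DTT buffer, pH 7.5; also added: substrate SCFSkp2-Nedd8OG, 10 nM; doses: 12.5 µM compound; schedule: 90 min reaction at room temperature; signal: FP; read-out: % inhibition of substrate cleavage by Csn5; benchmarks: substrate-only high control, full reaction low control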
NadD inh: inhibitors of S. aureus NadD, primary screen, biochemical, colorimetric, uHTS; Nicotinate-nucleotide adenylyltransferase NadD (Staphylococcus aureus N315); purified NadD enzyme, colorimetric absorbance read-out; inhibition, % at 20 µM; 360,000 tested, 0.78% active; AID 602399, 2012; in the data active means inhibition above about 26%; further: some compounds past the cut are filed as inactive
STEP inh: STEP phosphatase inhibitors, primary screen, biochemical, fluorescence intensity, uHTS | Tyrosine-protein phosphatase non-receptor type 5 (Homo sapiens), P54829 | recombinant STEP, OMFP fluorogenic substrate | inhibition, % at 20 µM | 360,000 tested, 0.25% active | AID 588621, 2011;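 active means inhibition at 20 µM, scaled per plate between control wells, above about 37%, limit read from the data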;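 further: 0% = DMSO with enzyme and substrate and 100% = substrate only without enzyme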
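Measure: Control-normalized % inhibition with plate pattern correction | Test system: STEP phosphatase, cell-free reaction | Medium: pH 6.0 Bis-Tris with DTT and Tween 20 | Technique: Fluorescence, 480/540 nm | Times: Reaction 20 min, ambient temperature | Doses: Single compound dose of 20 µM, 1% DMSO final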
Active calls of the source: *; i = inactive; x = no result given; + = active, no number.

no.	SMILES	SUMO1 PPI mod	Scp1 inh	Rpn11 block	LMPTP inh	Tb MetRS inh
1	COc1ccccc1C(=O)C1CCCN(C(=O)c2cc(C(C)C)no2)C1 (centres undefined)	-1	-5	i	0.0	-1.1
2	CC(C)Cn1c(N)c(C(=O)COC(=O)/C=C/c2ccccc2)c(=O)n(C)c1=O	3	-6	i	-1.3	-0.6
3	CCOc1ccccc1C(=O)N1CCOCC1	-2	0	i	-1.8	-0.5
4	C=CCn1c(=N)n(CC(O)COc2ccc(OC)cc2)c2ccccc21 (centres undefined)	2	-10	i	0.4	-0.3
5	CN(C)N(Cc1ccccc1)C(=O)C(O)(c1ccccc1)c1ccccc1	0	-5	i	1.1	-0.7
6	CCN(CC)CCNC(=O)c1ccc(NC(=O)c2cn(-c3ccccc3)nc2-c2cccs2)cc1	0	-4	i	-5.9	-1.1
7	CCC1CCCCN1C(=O)CSC1=NN2CCCC(=O)N=C2S1 (centres undefined)	4	-3	i	-0.5	-0.4
8	CCCS(=O)(=O)c1c(S(=O)(=O)CCC)c2ccc(C(N)=O)cn2c1C(=O)OC	5	-6	i	-1.9	-0.2
9	CC/C(O)=C1\C(=O)CCCC1=NCCc1c(C)[nH]c2ccc(C)cc12	-5	-1	i	2.8	-0.4
10	CCc1cccc(C)c1NS(=O)(=O)Cc1ccccc1	-2	-5	i	-0.3	0.1
11	COc1cccc(NC(=O)C2C3C=CC4(O3)C2C(=O)N(CCCN2CCC(C)CC2)C4C(=O)NC2CCCCC2)c1 (centres undefined)	2	-5	i	-0.4	0.0
12	CCCCCCc1c(O)nc(SCCN2CCOCC2)[nH]c1=O	3	1	i	-0.2	-1.9

no.	DNMT1 inh	MsrA inh	CSN inh	NadD inh	STEP inh
1	1	1.1	-3	-4	-2
2	-2	-2.4	-2	-6	1
3	-1	0.4	1	3	0
4	0	-0.1	0	-3	1
5	0	1.2	-1	-9	1
6	2	-1.6	4	0	3
7	0	-0.7	-4	1	-2
8	-6	3.0	1	1	2
9	-2	0.3	-1	-5	3
10	-1	-1.0	5	-8	2
11	1	0.0	-2	-6	0
12	5	0.5	-2	4	-3

Following part:
no.	SMILES	SUMO1 PPI mod	Scp1 inh	Rpn11 block	LMPTP inh	Tb MetRS inh
13	CC(=O)NC(CC(=O)NC1CCCCCC1)c1ccccc1 (centres undefined)	1	20	i	-1.8	-0.9
14	CCOC(=O)C1=CC[C@@H](c2ccccc2Cl)N(S(=O)(=O)c2ccc(C)cc2)[C@H]1C(=O)OCC	6	-6	i	1.3	0.0
15	COCc1nc2ccccc2n1Cc1ccccc1C	-2	-10	i	-1.6	-0.5
16	Cc1ccc(C(=O)NC(=S)NNC(=O)c2ccc([N+](=O)[O-])cc2)cc1	-24	-4	i	-0.9	0.0
17	COc1ccccc1-n1c(-c2ccccc2)n[nH]c1=S	3	-1	i	-0.4	-0.5
18	COc1ccc([C@@H]2[C@@H]3C(=O)N(C(C)(C)C)C(=O)[C@@H]3[C@]3(Cc4ccc(Cl)cc4)C(=O)N(c4ccc(C)cc4)C(=O)N23)cc1	10	-9	i	1.3	-0.1
19	Cc1ccc2cc(CN(CC3CCCO3)S(=O)(=O)c3ccc4c(c3)OCCO4)c(=O)[nH]c2c1C (centres undefined)	4	-4	i	-0.3	-0.5
20	CCOc1ccc(OCC)c(NC(=O)CN(c2ccc(OC)cc2)S(=O)(=O)c2c(C)noc2C)c1	5	-9	i	4.3	-0.3
21	O=C(Nc1ccccc1OC(=O)c1ccccc1)c1ccccc1	-3	-1	i	1.5	1.1
22	CCC(C)Sc1nnc(Cc2cc(=O)[nH]c(=O)[nH]2)n1-c1ccc(F)cc1 (centres undefined)	0	0	i	-2.6	-0.6
23	CC(C)Cn1c(N)c(C(=O)COC(=O)c2cc(-c3ccco3)nc3ccccc23)c(=O)n(C)c1=O	6	27	+	4.8	1.1
24	O=C(Nc1nnc(C2CCCCC2)s1)C1CC(=O)N(c2ccc(F)cc2)C1 (centres undefined)	3	-6	i	0.9	0.1

no.	DNMT1 inh	MsrA inh	CSN inh	NadD inh	STEP inh
13	5	0.8	-10	8	-2
14	2	0.7	-1	-10	1
15	4	0.8	-4	0	0
16	5	1.2	1	7	0
17	0	1.1	1	-3	4
18	-9	-0.8	-2	8	-1
19	-1	-0.9	-2	-7	-1
20	-6	0.9	-2	-8	-1
21	-7	-0.7	3	3	-2
22	2	-1.3	-13	-4	0
23	81*	0.0	32	53*	2
24	-1	-1.3	1	1	0

The last 5 compounds of the section above lead into the next.
no.	SMILES	SUMO1 PPI mod	Scp1 inh	Rpn11 block	LMPTP inh	Tb MetRS inh
20	CCOc1ccc(OCC)c(NC(=O)CN(c2ccc(OC)cc2)S(=O)(=O)c2c(C)noc2C)c1	5	-9	i	4.3	-0.3
21	O=C(Nc1ccccc1OC(=O)c1ccccc1)c1ccccc1	-3	-1	i	1.5	1.1
22	CCC(C)Sc1nnc(Cc2cc(=O)[nH]c(=O)[nH]2)n1-c1ccc(F)cc1 (centres undefined)	0	0	i	-2.6	-0.6
23	CC(C)Cn1c(N)c(C(=O)COC(=O)c2cc(-c3ccco3)nc3ccccc23)c(=O)n(C)c1=O	6	27	+	4.8	1.1
24	O=C(Nc1nnc(C2CCCCC2)s1)C1CC(=O)N(c2ccc(F)cc2)C1 (centres undefined)	3	-6	i	0.9	0.1
25	Cc1cc(C)n2nc(SCC(=O)N3CCN(c4ccccc4)CC3)nc2n1	0	-8	i	-2.5	-0.2
26	COc1ccc(NC(=O)CN2CCN(c3ccc(C)cc3C)CC2)cc1	-8	-8	i	-0.1	0.3
27	CCOCCCn1c(SCC(=O)NC(C)(C)C)nc2ccccc2c1=O	-1	2	i	0.0	-1.4
28	CCOC(=O)CSc1nc2c(sc(=S)n2Cc2ccco2)c(=O)n1-c1ccc(F)cc1	-7	-13	i	3.0	-0.8
29	CCN(CC)CC#CC(C)(C)OC(C)=O	1	-6	i	-0.9	-0.8
30	O=C1CCC([N+](=O)[O-])C(c2cc3c(cc2Cl)OCO3)N1 (centres undefined)	1	-4	i	-0.7	-0.5
31	CCCNC(=O)C1(C)CCCN(Cc2cccc3ccccc23)C1 (centres undefined)	-8	x	i	0.7	-0.2
32	O=C1C(Cl)=C(N2CCCCCC2)C(=O)N1c1ccc(Br)cc1	-15	-8	i	3.2	0.0
33	CCC(Sc1nc2n[nH]c(C)c2c(=N)n1-c1ccc(C)c(Cl)c1)C(=O)N1CCOCC1 (centres undefined)	11	-1	i	-42	-0.6
34	O=C(Nc1ccc(C(=O)N2CCOCC2)cc1)Nc1ccc(Cl)cc1Cl	-1	-3	i	1.1	-0.7
35	COc1cccc(C(C(=O)NCc2ccccc2)N(C(=O)c2csnn2)C2CC2)c1 (centres undefined)	6	-5	i	0.2	-0.1
36	Cc1ccccc1N(CC(=O)N/N=C/c1ccccc1Cl)C(=O)c1ccccc1	-2	-1	i	-0.6	-1.2

no.	DNMT1 inh	MsrA inh	CSN inh	NadD inh	STEP inh
20	-6	0.9	-2	-8	-1
21	-7	-0.7	3	3	-2
22	2	-1.3	-13	-4	0
23	81*	0.0	32	53*	2
24	-1	-1.3	1	1	0
25	-1	-0.8	-3	-1	1
26	1	0.5	-5	-9	1
27	2	-0.4	1	3	3
28	-3	2.8	-2	2	3
29	12	0.7	3	-4	-10
30	-1	-1.0	11	4	-1
31	-3	-0.1	5	6	0
32	1	-1.0	-1	-12	19
33	-6	x	-2	-4	2
34	0	2.4	-3	2	-1
35	-2	0.7	-6	0	2
36	13	-0.2	3	0	1

Next section.
no.	SMILES	SUMO1 PPI mod	Scp1 inh	Rpn11 block	LMPTP inh	Tb MetRS inh
37	OCC12COC(c3ccccc3)N1C(c1ccccc1)OC2 (centres undefined)	-2	9	i	-2.3	-0.9
38	COc1ccc(CS(=O)(=O)/C(Cl)=C(/Cl)C(=O)Nc2ccc(OC)nc2)cc1	5	-1	i	-1.2	-1.4
39	CCOC(=O)c1ccc(NC2OC(=O)c3ccccc32)cc1 (centres undefined)	-1	-2	i	-0.9	0.1
40	COc1ccc(NC(=O)c2ccc(NC(=O)c3ccco3)cc2)c(OC)c1	3	-10	i	-1.5	0.1
41	Cc1oc2cc3oc(=O)c(CCC(=O)N(C)CC(=O)O)c(C)c3cc2c1C	6	-3	i	-0.8	-1.0
42	COc1ccc(C2=NCCc3cc(OC)c(OC)cc32)cc1OC	-14	-12	i	-0.6	0.1
43	O=C(C1CCCO1)N1CCN(Cc2nc3ccccc3c(=O)[nH]2)CC1 (centres undefined)	-2	-3	i	-1.1	-0.8
44	N#Cc1c(NC(=O)CN2CCN(C(=O)c3ccco3)CC2)sc2c1CCCCC2	7	-1	i	1.9	-0.4
45	CC(C)C1C(c2ccccc2)NC(c2ccccc2)CC1(O)c1ccc(F)cc1 (centres undefined)	-4	9	i	1.2	-0.3

no.	DNMT1 inh	MsrA inh	CSN inh	NadD inh	STEP inh
37	6	0.4	3	-5	-2
38	42	x	11	-3	-3
39	-1	-2.0	1	2	2
40	1	0.2	-3	-2	0
41	-3	1.5	5	-1	0
42	-1	3.4	-1	-4	2
43	-3	3.0	-3	-5	0
44	-2	0.0	2	12	3
45	-3	-0.7	2	-13	1

Full records as entered above. Screens in order: SUMO1 PPI mod	Scp1 inh	Rpn11 block	LMPTP inh	Tb MetRS inh	DNMT1 inh	MsrA inh	CSN inh	NadD inh	STEP inh
N#Cc1c(NC(=O)CN2CCN(C(=O)c3ccco3)CC2)sc2c1CCCCC2 reads 7	-1	i	1.9	-0.4	-2	0.0	2	12	3
Cc1cc(C)n2nc(SCC(=O)N3CCN(c4ccccc4)CC3)nc2n1 reads 0	-8	i	-2.5	-0.2	-1	-0.8	-3	-1	1

Screens from PubChem BioAssay.
